# Screening data as filed in PubChem BioAssay.
# RAD52 anneal inh – RAD52 (human) annealing inhibition; P43351; recombinant RAD52 DNA annealing, FRET fluorescence; inhibition, % at 18.7 µM; 360,000 compounds, 0.46% hits;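 active = every replicate showing at least 50% inhibition; inconclusive = mean inhibition at least 50% but not in every replicate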
# CASP6 VEID inh – blocks human caspase-6 cleavage activity; purified caspase-6, Z-VEID-R110 cleavage fluorescence; inhibition, % at 12.5 µM; 350,000 compounds, 0.53% hits; AID 686996;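 active = mean inhibition across replicates at least about 35%, with every replicate also reaching that limit, limit read from the data; inconclusive = only one of the two criteria met; inactive = neither criterion met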;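 also: 0% = median of neutral control wells and 100% = no fluorescence left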
# Target sequence (P55212 24-179 limits assumed): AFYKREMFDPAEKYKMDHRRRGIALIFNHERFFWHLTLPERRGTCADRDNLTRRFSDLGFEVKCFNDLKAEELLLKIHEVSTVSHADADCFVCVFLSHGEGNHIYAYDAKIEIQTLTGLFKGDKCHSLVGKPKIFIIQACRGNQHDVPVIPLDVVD
# Target sequence (P55212 194-293 limits assumed): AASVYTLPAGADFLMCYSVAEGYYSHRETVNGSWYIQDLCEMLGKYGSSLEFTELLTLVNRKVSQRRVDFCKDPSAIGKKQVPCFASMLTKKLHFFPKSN
# XiGFP reactiv – X-chromosome reactivation activator; XiGFP mouse fibroblasts, % GFP-positive cells imaging, 3 d; cells co-treated with 5-aza-dC sensitizer; scaled so ellipticine positive control = 100%; activation, % at 7.58 µM; 360,000 compounds, 0.055% hits; AID 743238;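 active = mean normalized replicate activation at least 10% and every replicate at or above 10%; inconclusive = only one of the two criteria met; inactive = mean below 10% and not all replicates reach 10%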;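 also: 0% = median of on-plate neutral control wells and 100% = ellipticine 6 µM median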
#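 Schedule: 3 d treatment, 15 min room-temperature fixation; system: 68-5-11 XiGFP fibroblast line; buffer or medium: DMEM plus 5-aza-dC sensitizer; control set: ellipticine 6 µM positive control; compound: one concentration, pinned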
# E-selectin induc – induces E-selectin expression in human endothelial cells | P16581 | HUVEC E-selectin immunofluorescence imaging; normalized: neutral wells 0, TNF-alpha wells 100 | activation, % at 7.58 µM | 260,000 compounds, 0.37% hits | AID 686992;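 active = mean E-selectin-positive cell signal at least 10% of the positive control, reached in at least 60% of replicates, without over 20% cell loss; inconclusive = no rule given, readout overlaps actives, possibly toxicity-flagged; inactive = the rest, including those meeting only one limit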;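 also: in these data hits start at about 27%; measured in HUVEC primary endothelial cells; signal is the percent of cells scored E-selectin positive by PE staining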
# Target sequence (P16581 whole entry, looked up): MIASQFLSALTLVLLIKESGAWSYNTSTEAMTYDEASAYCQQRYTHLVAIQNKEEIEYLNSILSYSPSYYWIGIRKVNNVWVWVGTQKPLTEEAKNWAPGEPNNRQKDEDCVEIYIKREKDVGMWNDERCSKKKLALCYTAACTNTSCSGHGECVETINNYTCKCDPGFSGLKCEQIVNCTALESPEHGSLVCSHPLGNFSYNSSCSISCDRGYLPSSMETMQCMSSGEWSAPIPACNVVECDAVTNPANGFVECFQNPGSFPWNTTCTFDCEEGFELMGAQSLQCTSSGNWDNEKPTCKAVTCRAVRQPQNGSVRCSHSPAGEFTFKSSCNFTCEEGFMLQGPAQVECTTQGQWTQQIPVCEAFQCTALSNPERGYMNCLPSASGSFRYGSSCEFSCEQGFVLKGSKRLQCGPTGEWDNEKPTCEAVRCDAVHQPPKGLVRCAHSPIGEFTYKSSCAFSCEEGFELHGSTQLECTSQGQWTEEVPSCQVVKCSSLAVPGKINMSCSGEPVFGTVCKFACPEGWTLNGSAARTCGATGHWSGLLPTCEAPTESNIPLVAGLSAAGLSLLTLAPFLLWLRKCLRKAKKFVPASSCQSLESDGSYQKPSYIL
#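 Assay system: HUVEC primary endothelial cells. Input: 3,000 HUVEC seeded per well. Doses: one compound dose added by pin transfer. Read-out basis: % PE-positive cells. Benchmarks: TNF-alpha high, DMSO low. Detection: immunofluorescence imaging. Buffer or medium: EGM-2, gelatin.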
# DENV2 CPE – DENV2-induced cell death inhibition; DENV2-infected cells, cytopathic effect rescue, plate reader; CPE inhibition, % at 9.99 µM; 350,000 compounds, 1.7% hits; in the data active = CPE inhibition above about 20%, passing the limit was not always enough; inconclusive = no clear call, values can overlap the other calls; tested in BHK-21 cells;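 also: 0% = median of neutral control wells and 100% = median of positive control wells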
# GSIS activator – GLuc luminescence reporter in INS-1E cells, primary screen for activators of glucose-dependent secretion of insulin | activation, % at 16.6 µM | INS-1E GLuc reporter insulin secretion, 2-3 h | 370,000 compounds, 0.61% hits;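 active = lowest replicate activation of at least 40%, so every replicate reaches that level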;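 also: 0% = median of neutral control wells and 100% = median of IBMX positive control wells; some compounds called inactive have numbers as strong as hits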
# RAD54 inh – blocks human RAD54 Holliday junction branch migration; Q92698; FAM/BHQ fluorescence; inhibition, % at 10.4 µM; 360,000 compounds, 0.14% hits;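 active = mean normalized replicate activity at least 40 and at least half of replicates scoring 40 or more; inconclusive = only one of the two criteria met; inactive = mean below 40 and under half of replicates reaching 40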;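 also: 0% = median of neutral control wells and 100% = median of positive control wells; inhibitors cause a drop in the FAM fluorescence signal; in these data hits start at about 50%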
# F508del corr – correctors of CFTR F508del function in bronchial epithelial cells; activity (quench increase), % at 7.58 µM; 350,000 compounds, 0.36% hits; CFBE cells, YFP halide quenching; stimulated with forskolin plus potentiator P3; % fluorescence drop versus neutral controls; AID 720511;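 active = mean added fluorescence quench of at least 8% versus neutral control, with both replicates also reaching 8%; inconclusive = only one of the mean or replicate conditions met; inactive = mean below 8% and not both replicates reaching 8%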;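 also: cells transiently co-express mutant CFTR-F508del with the halide-sensitive YFP; corrector assay measuring rescue of mutant channel to the surface after 24 h compound exposure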
# The depositor's hits bear a star; ? = inconclusive; · = not tested or not shown.
# Start of the listing, in advance, five compounds:
SMILES,RAD52 anneal inh,CASP6 VEID inh,XiGFP reactiv,E-selectin induc,DENV2 CPE,GSIS activator,RAD54 inh,F508del corr
O=C(C1CCCC1)N1CC(=O)N2[C@H](C1)[C@H](c1ccc(Br)cc1)[C@@H]2CO,-1,0,0.0,-0.1,-8,2,·,2.9
CC(C)[C@H](NC(=O)N1CC(=O)Nc2ccccc21)C(=O)Nc1nccs1,-3,-4,0.0,·,4,-2,·,0.1
COc1ccc2c3c([nH]c2c1)[C@@H](CO)N(C)CC31CN(C(=O)NC(C)C)C1,-20,·,0.3,0.1,-11,27,·,1.5
CN1CCC(C)(C(=O)Nc2cccc(Oc3ccccc3)c2)C1 (centres undefined),-4,-3,0.0,0.4,4,-21,5,-0.4
CN1CCN(C(=O)C2=C[C@H](c3csc4ccccc34)C[C@H](OCCCCO)O2)CC1,-4,0,0.0,0.0,9,1,-8,3.4

# All compounds of this part, from the start:
SMILES,RAD52 anneal inh,CASP6 VEID inh,XiGFP reactiv,E-selectin induc,DENV2 CPE,GSIS activator,RAD54 inh,F508del corr
O=C(C1CCCC1)N1CC(=O)N2[C@H](C1)[C@H](c1ccc(Br)cc1)[C@@H]2CO,-1,0,0.0,-0.1,-8,2,·,2.9
CC(C)[C@H](NC(=O)N1CC(=O)Nc2ccccc21)C(=O)Nc1nccs1,-3,-4,0.0,·,4,-2,·,0.1
COc1ccc2c3c([nH]c2c1)[C@@H](CO)N(C)CC31CN(C(=O)NC(C)C)C1,-20,·,0.3,0.1,-11,27,·,1.5
CN1CCC(C)(C(=O)Nc2cccc(Oc3ccccc3)c2)C1 (centres undefined),-4,-3,0.0,0.4,4,-21,5,-0.4
CN1CCN(C(=O)C2=C[C@H](c3csc4ccccc34)C[C@H](OCCCCO)O2)CC1,-4,0,0.0,0.0,9,1,-8,3.4
O=C(COc1ccccc1Cl)N1CCN(c2ccccn2)CC1,-2,-57,0.0,·,?,0,·,-1.6
CCN(CC)S(=O)(=O)c1cc(C(=O)Nc2cc(S(=O)(=O)N3CCOCC3)ccc2N2CCN(C)CC2)ccc1C,-5,-3,0.0,·,-8,-30,5,0.9
C[C@H]1CN([C@@H](C)CO)C(=O)c2cc(C#CCN(C)C)cnc2O[C@H]1CN(C)C,8,0,0.0,-0.3,?,4,-8,0.1
CCOC(=O)C1=C(COC(=O)C2CC(=O)N(c3ccc(CC)cc3)C2)NC(=O)NC1C (centres undefined),-11,9,0.0,·,8,14,-9,6.0
CCOC(=O)n1c2ccccc2c(=O)n1CCO,-6,-3,0.0,-0.1,12,39,-14,-5.5
CCCCOc1ccc(NC(=O)CCSc2nccn2C)cc1,-6,-1,0.1,·,?,-4,·,2.4
Nc1ccn(Cc2ccccc2)n1,-3,0,0.4,·,4,10,·,0.3

# An excerpt from above in order of heavy-atom count, low to high.
SMILES,RAD52 anneal inh,CASP6 VEID inh,XiGFP reactiv,E-selectin induc,DENV2 CPE,GSIS activator,RAD54 inh,F508del corr
CN1CCC(C)(C(=O)Nc2cccc(Oc3ccccc3)c2)C1 (centres undefined),-4,-3,0.0,0.4,4,-21,5,-0.4
O=C(C1CCCC1)N1CC(=O)N2[C@H](C1)[C@H](c1ccc(Br)cc1)[C@@H]2CO,-1,0,0.0,-0.1,-8,2,·,2.9
CCN(CC)S(=O)(=O)c1cc(C(=O)Nc2cc(S(=O)(=O)N3CCOCC3)ccc2N2CCN(C)CC2)ccc1C,-5,-3,0.0,·,-8,-30,5,0.9

# More records follow:
SMILES,RAD52 anneal inh,CASP6 VEID inh,XiGFP reactiv,E-selectin induc,DENV2 CPE,GSIS activator,RAD54 inh,F508del corr
Cc1ccc(Nc2nnc(SCC(=O)Nc3cccc(S(=O)(=O)NC4=NCCCCC4)c3)s2)cc1,-8,-3,-0.1,·,-2,-5,0,·
COc1cc(C(C)=O)ccc1OCC(O)CN1CCN(c2c(C)cccc2C)CC1 (centres undefined),-5,2,0.0,·,-4,-34,-11,0.5
O=C(CN1C(=O)S/C(=C\c2ccccc2F)C1=O)NCCCn1ccnc1,0,-4,0.0,·,-6,4,-15,-0.1
C[C@@H]1CN([C@@H](C)CO)C(=O)c2cc(NS(=O)(=O)c3ccc(F)cc3)ccc2O[C@@H](C)CCCCO[C@@H]1CN(C)C(=O)CCCN(C)C,7,0,0.2,0.1,83*,7,5,0.1
CCc1nc2ccc(C(=O)N3CCN(c4ccc(Cl)cc4)CC3)cc2nc1CC,-11,-3,0.0,·,-1,-32,-7,1.6
Cn1cc(C(=O)NCc2ccc(F)cc2)c(=O)c2cc(S(=O)(=O)N3CCCCC3)ccc21,4,-2,0.3,·,-1,·,·,-1.2
O=C(C[C@H]1CC[C@@H]2[C@H](COC[C@@H](O)CN2Cc2nccs2)O1)NCc1ccc(Cl)cc1,-2,-3,0.1,-0.2,2,3,0,-0.1
C(=N\NC1=Nc2cccc3cccc1c23)/c1ccccn1,-54,-5,0.9,·,5,14,·,-2.1
CCn1cc(C(=O)OCC(=O)NCc2ccccc2Cl)c(=O)c2ccc(C)nc21,6,-1,0.0,·,-5,0,·,0.7
O=C(C[C@@H]1CC[C@H](NC(=O)c2ccc(F)cc2)[C@@H](CO)O1)NCc1ccncn1,-1,14,-0.4,0.1,-2,11,4,-1.0
CCCCC(=O)N(C)c1c(CC)nc2c(OCC(=O)N(C)C)cccn12,-15,0,0.0,7.9,6,13,1,0.9
Cc1ccc(S(=O)(=O)/N=S(/c2ccccc2)C(C)C)cc1 (centres undefined),-10,2,-0.1,2.8,13,-1,·,-1.9
Cc1cccc(N2CCN(S(=O)(=O)c3ccc4c(c3)CCCN4C(=O)C3CCC3)CC2)c1C,1,-9,0.0,·,-2,-1,-2,1.6
Cc1cc(C(=O)Nc2ccc(CC(=O)O)cc2)c(C)o1,-15,5,0.0,?,4,-7,-6,-0.9
CN(Cc1nc2ccccc2c(=O)[nH]1)C(=O)c1ccc(NC(=O)CSc2nnnn2C)cc1,-14,21,0.1,-0.1,-5,1,1,-2.2
COc1ccccc1/C=C/C=O,4,3,·,·,25*,·,-6,-1.3
COc1cc(C(=O)N(C(C)C)C2CCCCC2)cc(OC)c1OC,-6,-1,0.1,·,3,4,0,3.0
CCCCNC(=S)NCCN1CCN(C(=S)NCCCC)CC1,10,14,0.4,-1.1,2,-6,-6,0.5
COc1ccc(NC(=O)N(C)C[C@@H]2Oc3ccc(NS(=O)(=O)c4c(C)noc4C)cc3CC(=O)N([C@@H](C)CO)C[C@@H]2C)cc1,10,0,-1.1,·,-8,23,-4,-2.1
CCOCCCn1c(SCc2nc3ccccc3s2)nc2ccccc2c1=O,-58,3,0.3,0.1,2,30,·,·
CC(=O)Nc1cccc(-c2ccnc3c2CC(C(=O)NCc2ccc(N4CCN(C)CC4)cc2)O3)c1 (centres undefined),46,-2,0.0,-0.2,11,-4,47,1.9
O=C(O)CSCC(=O)NCc1ccccc1Cl,-11,-1,0.0,·,-5,-1,·,·
COc1cccc(CNS(=O)(=O)c2ccccc2Br)c1OC,-5,1,0.0,-0.1,4,8,-4,-3.0
COc1ccc(CNc2ncc(-c3ccc(Cl)cc3)n2C)c(OC)c1OC,-43,0,-0.1,·,0,-17,-9,-1.1
O=C(C[C@H]1CC[C@H](NC(=O)c2ccccc2)[C@@H](CO)O1)Nc1ccc(-c2ccccc2)cc1,8,0,0.1,1.4,-3,-4,-11,1.9
CCOCCCNc1c(CC)c(C)c(C#N)c2nc3ccccc3n12,2,-3,-0.1,·,-3,30,4,3.9
CCCNC(=O)Nc1ccc2c(c1)C(=O)N(C)C[C@H](OC)[C@H](C)CN(C(=O)C1CCCCC1)[C@@H](C)CO2,2,3,0.0,-0.3,-4,-5,3,-2.2
COC(=O)CC(=O)CSc1nc2c(cc1C#N)CCCCC2,-25,2,·,·,-11,18,·,·
O=C(COc1ccccc1)N1CCN(C(=O)c2ccccc2F)CC1,-9,0,0.1,·,-5,8,16,-1.2
COc1ccc(CCNS(=O)(=O)c2ccc(Cl)cc2)cc1OC,-9,-1,0.0,-0.2,-1,17,7,0.9
CCOc1ccc2oc(C(=O)NC3CCN(Cc4ccccc4)CC3)c(C)c2c1,-12,1,0.0,0.1,1,1,1,0.6
COc1cccc(/C=C2\SC(=S)N(C(C)C(=O)NC3C=CS(=O)(=O)C3)C2=O)c1 (centres undefined),-8,8,0.0,·,7,-14,-4,0.3
CCS(=O)(=O)N1CC(=O)N2[C@H](CO)[C@@H](c3ccc(C#CCC4CCCC4)cc3)[C@H]2C1,-28,1,3.1,-0.4,0,-8,·,0.6
Cc1ccc(CNC(=O)c2cc3ccccc3oc2=O)cc1,-15,0,0.0,·,14,19,·,-1.5
Cc1cc(C)nc(NS(=O)(=O)c2ccc(NC(=O)CSc3ncn[nH]3)cc2)n1,2,-3,0.0,·,-6,-2,·,-3.2
C[C@@H]1CN([C@@H](C)CO)C(=O)c2cc(-c3cccnc3)cnc2O[C@H]1CN(C)C(=O)NC1CCCC1,8,-3,-0.6,0.0,5,6,-3,-0.4
O=C(CCS(=O)(=O)Cc1ccccc1F)NCCc1ccc(Cl)cc1,-15,-4,0.3,·,2,128,-10,1.5
N#Cc1ccc(NC(=O)COC(=O)CCc2nc3ccccc3c(=O)[nH]2)cc1,-18,-3,0.0,1.1,9,-5,-9,0.3
COc1ccc2c3c([nH]c2c1)[C@H](CO)NCC31CCN(C(=O)C2CCC2)CC1,-10,-1,0.3,-0.2,3,3,·,1.1
COc1ccc(NC(=O)N(C)C[C@@H]2OCCCC[C@H](C)Oc3ccc(NC(=O)Nc4c(C)noc4C)cc3C(=O)N([C@@H](C)CO)C[C@@H]2C)cc1,9,-2,-1.0,-0.2,0,-17,2,-2.9
COc1ccc(/C(C)=N/NC(=O)Cc2c(C)nc(C)[nH]c2=O)cc1,-9,-1,-0.1,·,1,32,·,·
COc1ccc(CCN2CC(C(=O)Nc3nccs3)CC2=O)cc1OC (centres undefined),2,4,-1.0,-0.5,-8,·,-2,3.0
O=C(COC(=O)c1cc(=O)[nH]c2ccccc12)NCCc1ccccc1,-16,-6,0.1,?,7,3,-2,3.3
COc1cccc(CCNC(=O)COc2cccc3c2OC(C)(C)C3)c1,7,0,0.3,-0.1,8,17,-2,-6.9
CCCCNCCS(=O)(=O)NCc1ccccc1,-4,2,0.0,-0.2,2,1,2,-1.3
Cc1ccc(-c2nc3ccccc3o2)cc1NC(=S)NC(=O)c1cc2ccccc2o1,-17,1,-0.1,0.0,10,0,·,·
CCCOC(=O)Nc1nnc(CCC)s1,-4,0,·,·,·,12,-3,·
O=C(C[n+]1ccccc1)Nc1ccccc1Br,3,·,0.0,4.3,0,4,·,-2.2
COc1ccc(/C=C/CN2CCN(Cc3ccc(C)cc3)C(CCO)C2)cc1 (centres undefined),-7,1,0.2,·,-2,-2,·,-1.1
O=C(NCC1CCN(Cc2cccc(Cl)c2)CC1)Nc1ccc(Cl)cc1,-1,-4,-0.1,0.0,2,-32,3,-0.3
C=CC(C)(C)c1cc2cc3ccoc3cc2oc1=O,0,11,0.1,-0.2,10,·,-10,-0.2
CC(C)NC(=O)N(C)C[C@H]1OCCCC[C@H](C)Oc2ccc(NC(=O)CCCN(C)C)cc2C(=O)N([C@@H](C)CO)C[C@H]1C,-19,2,0.0,0.0,-5,21,12,-4.5
